Compound activity deposited in PubChem BioAssay by The Scripps Research Institute Molecular Screening Center.
M4 antag – blocks acetylcholine activation of human M4 receptor; AID 624125; 360,000 compounds, 0.73% hits; inhibition, % at 3 µM; CHO-hM4 cells, ACh EC80, Fluo-8 calcium fluorescence; P08173;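 active = inhibition above its plate's cutoff, the mean inhibition of sample wells plus 3 SD, cut at about 27% in these data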;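 note: 0% = acetylcholine EC80 with DMSO and 100% = DMSO without agonist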
CHRM1 agonist – agonists of human M1 muscarinic receptor; CHO-K1 hM1, Fluo-8 calcium fluorescence, agonist mode; 0% DMSO, 100% acetylcholine EC100; activation, % at 3 µM; 360,000 compounds, 0.33% hits; AID 588814;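 active = activation above the run's mean compound activation plus 3 SD, cut at about 16% in these data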;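 note: peak over basal fluorescence ratio within a 140 s kinetic read after compound addition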
Target sequence (P11229 whole entry, looked up): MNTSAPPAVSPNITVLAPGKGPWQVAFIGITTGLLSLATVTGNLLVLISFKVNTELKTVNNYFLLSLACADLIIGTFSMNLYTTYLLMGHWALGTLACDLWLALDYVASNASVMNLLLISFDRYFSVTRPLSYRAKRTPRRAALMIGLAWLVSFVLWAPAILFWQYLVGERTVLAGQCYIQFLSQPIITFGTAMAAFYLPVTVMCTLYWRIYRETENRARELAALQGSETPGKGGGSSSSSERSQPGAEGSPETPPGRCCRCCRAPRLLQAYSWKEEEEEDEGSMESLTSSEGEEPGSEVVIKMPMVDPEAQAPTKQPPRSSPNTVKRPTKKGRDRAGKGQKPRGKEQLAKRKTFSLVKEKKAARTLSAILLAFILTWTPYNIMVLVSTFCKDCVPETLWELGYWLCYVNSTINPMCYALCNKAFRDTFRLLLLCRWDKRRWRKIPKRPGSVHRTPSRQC
CHO-K1 Ca antag – counter-screen for M1 antagonists: effect in parental CHO-K1 cells; ATP-induced calcium, Fluo-8 fluorescence; inhibition, % at 3 µM; 360,000 compounds, 0.6% hits;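 active = inhibition above a per-plate cutoff, the plate's mean sample inhibition plus 3 SD, cut at about 24% in these data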;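 note: 0% = DMSO plus EC80 ATP and 100% = DMSO alone without ATP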
OXTR potentiate – potentiates the human oxytocin receptor response; CHO-OTR cells, Fluo-8 calcium fluorescence, potentiator mode; 0% = oxytocin EC15, 100% = EC100; activation, % at 3 µM; P30559; 320,000 compounds, 0.061% hits;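 active = activation above that plate's cutoff, the mean activation of tested compounds plus 3 SD, cut at about 6.6% in these data, passing the limit was not always enough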;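 note: 100% uses oxytocin at 75 nM as the full agonist control; some results filed as inactive read as strong as hits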
Target sequence (P30559 whole entry, looked up): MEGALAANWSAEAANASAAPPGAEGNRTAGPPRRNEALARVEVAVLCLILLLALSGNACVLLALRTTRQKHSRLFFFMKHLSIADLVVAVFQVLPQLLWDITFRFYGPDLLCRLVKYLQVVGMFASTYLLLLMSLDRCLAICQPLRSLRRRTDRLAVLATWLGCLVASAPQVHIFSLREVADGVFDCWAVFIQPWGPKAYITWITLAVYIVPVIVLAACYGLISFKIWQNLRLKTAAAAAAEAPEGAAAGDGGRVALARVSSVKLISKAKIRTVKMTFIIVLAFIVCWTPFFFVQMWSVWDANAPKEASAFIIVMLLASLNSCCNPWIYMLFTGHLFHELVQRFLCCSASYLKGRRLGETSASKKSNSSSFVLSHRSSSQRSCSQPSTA
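System: human OTR in CHO cells; Also added: sub-maximal oxytocin, roughly EC15; Timing: compound 6 min at room temperature before oxytocin, 100 s read; Technique: Fluo-8 intracellular calcium fluorescence, ex 470-495, em 515-575 nm; Controls: oxytocin EC15 low and EC100 high; Replication: singlicate.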
CHRM4 agonist – agonists of human muscarinic M4 receptor (CHRM4). AID 624127. 360,000 compounds, 0.14% hits. P08173. activation, % at 3 µM. CHO-K1 hM4/Gqi5, Fluo-8 calcium fluorescence; vehicle 0%, full acetylcholine response 100%;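 active = activation above the run mean over all test wells plus 3 SD, cut at about 32% in these data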;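 note: peak over basal fluorescence ratio per well then scaled between controls; 0% = DMSO wells and 100% = acetylcholine at EC100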
CHO-K1 Ca ag – nonselective activator or artifact in parental CHO-K1 cells | Fluo-8 calcium fluorescence; scaled to maximal ATP response, vehicle zero | activation, % at 3 µM | 360,000 compounds, 0.48% hits | AID 602248; in the data active = activation above about 15%;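 note: untransfected CHO-K1 host cells lacking M1 receptor as counterscreen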
M1 PAM – human CHRM1 positive allosteric modulation; activation, % at 3 µM; P11229; CHO-K1 hM1, Fluo-8 calcium fluorescence, ACh EC20; 0% = ACh EC20, 100% = maximal ACh; 360,000 compounds, 0.088% hits; AID 588819; in the data active = activation above about 19%, passing the limit was not always enough
CHO parental Ca – counter-screen: ATP calcium response change in parental CHO cells; 330,000 compounds, 0.63% hits; AID 463079; inhibition, % at 5.6 µM; parental CHO-K1, ATP-induced calcium, Fluo-8 fluorescence;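 active = inhibition above that plate's mean sample inhibition plus 3 SD, cut at about 26% in these data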;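 note: 0% = ATP-challenged DMSO wells and 100% = DMSO wells without ATP; some compounds past the cut are filed as inactive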
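Test system: untransfected parental CHO cell line. Compound: one dose, 5.6 µM nominal. Detection: intracellular calcium via Fluo-8 no-wash fluorescent dye. Measure: % inhibition. Benchmarks: ATP-challenged DMSO wells low, unchallenged DMSO wells high.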
M1 antag – human CHRM1 antagonism. CHO-K1 hM1, Fluo-8 calcium fluorescence, ACh EC80 antagonist. 360,000 compounds, 1.3% hits. P11229. inhibition, % at 3 µM;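 active = percent inhibition above its own plate's cutoff, namely the mean of that plate's compound wells plus 3 SD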;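 note: peak over basal fluorescence ratio during 140 s after agonist addition; 0% = ACh EC80 plus DMSO and 100% = DMSO alone without agonist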
* marks the source's active call; other numbers are inactive results; . = not tested or not shown.

Sample of the layout:
SMILES | M4 antag | CHRM1 agonist | CHO-K1 Ca antag | OXTR potentiate | CHRM4 agonist | CHO-K1 Ca ag | M1 PAM | CHO parental Ca | M1 antag
CC1CC(O)C2C3(C)CCCC2(COC3=O)C12CCC1(CCOC1=O)O2 (stereo not drawn) | -9.2 | -1.0 | 11.3 | . | 0.6 | 0.1 | 4.5 | . | -3.7
COc1ccc(S(=O)(=O)N(C)CC(=O)NCc2ccco2)cc1Cl | 4.8 | -1.0 | 6.2 | 1.4 | 2.1 | 0.7 | 2.4 | -11.0 | -3.5

The list itself, repeating the preview:
SMILES | M4 antag | CHRM1 agonist | CHO-K1 Ca antag | OXTR potentiate | CHRM4 agonist | CHO-K1 Ca ag | M1 PAM | CHO parental Ca | M1 antag
CC1CC(O)C2C3(C)CCCC2(COC3=O)C12CCC1(CCOC1=O)O2 (stereo not drawn) | -9.2 | -1.0 | 11.3 | . | 0.6 | 0.1 | 4.5 | . | -3.7
COc1ccc(S(=O)(=O)N(C)CC(=O)NCc2ccco2)cc1Cl | 4.8 | -1.0 | 6.2 | 1.4 | 2.1 | 0.7 | 2.4 | -11.0 | -3.5
O=C(c1ccco1)N1CCN(S(=O)(=O)c2cc(Cl)ccc2Cl)CC1 | -13.4 | -4.0 | -9.0 | -11.9 | 1.6 | 0.7 | 14.5 | -23.8 | -18.2
CN1CCC(N(CCc2ccccc2)C(=O)CCC(=O)O)CC1 | -25.2 | -4.4 | -9.0 | 1.6 | 0.6 | 0.4 | 4.7 | -11.6 | -17.9
CC(=O)Nc1c(C(=O)O)oc2ccc(Cl)cc12 | 15.2 | -2.5 | -2.4 | -0.3 | 0.6 | 0.0 | 9.6 | -2.2 | -6.0
CC(=O)N1CCN(C(=O)c2cc(S(=O)(=O)N(C)Cc3ccccc3)ccc2Cl)CC1 | -5.2 | -1.1 | 12.1 | . | 1.6 | 11.5 | 8.8 | . | -6.7
CC(C)NC(=O)Nc1ccc2c(c1)C(=O)N([C@H](C)CO)C[C@H](C)[C@@H](CN(C)C(=O)NC(C)C)O2 | 2.7 | -2.6 | 1.6 | . | 2.5 | 0.1 | 4.1 | . | 1.9
O=[N+]([O-])c1ccc(N/N=C/c2ccc[nH]2)cc1 | 2.6 | -0.5 | 12.1 | -5.6 | 7.6 | 3.1 | -6.0 | 17.6 | 10.3
COc1cc(OC)c2c(-c3cccc(-c4ccc(OC)c(OC)c4)c3)cc(=O)oc2c1 | -14.7 | 2.6 | -8.7 | . | 0.8 | 0.4 | 7.9 | -24.3 | -0.9
CCCCCC(=O)N(Cc1ccccc1)c1c(N)n(CCOC)c(=O)[nH]c1=O | -9.4 | -1.0 | -8.2 | -0.2 | 1.3 | 0.1 | 11.9 | 10.5 | -10.7
Cc1ccc(C(=O)NCCCc2ccccc2)c(Cl)c1 | -9.4 | -3.9 | -7.3 | -1.4 | 0.4 | 0.1 | 12.1 | -16.0 | -21.4
Cc1ccc(S(=O)(=O)NCCC(=O)Nc2cc(S(=O)(=O)N(C)C)ccc2C)cc1C | 7.7 | -6.0 | -7.3 | -9.8 | 1.1 | 0.6 | 1.2 | -9.8 | 0.9
CC1CN(C2CCN(C(=O)c3ccccc3Cl)CC2)CC(C)O1 (stereo not drawn) | -5.6 | -4.8 | -3.0 | -4.4 | 0.7 | 0.8 | -3.7 | -19.1 | 0.9
CC(C)CCNC(=O)C1CC(=O)N(CCc2ccccc2)C1 (stereo not drawn) | -20.9 | -7.2 | -12.2 | -14.7 | 1.0 | 0.4 | -7.3 | -9.9 | -2.5
O=C(Oc1cc(Cl)cc(Cl)c1)c1cnc2n(c1=O)CCS2 | 7.8 | 2.4 | 4.2 | -5.4 | 2.3 | 1.3 | 7.9 | -5.8 | -17.9
Cc1sc(NC(=O)CN2C(=O)NC3(CCCC3)C2=O)nc1-c1ccc(F)cc1 | -8.3 | 0.1 | -6.0 | 2.4 | 6.4 | 0.9 | 2.7 | -19.4 | -8.9
COc1ccccc1CNS(=O)(=O)c1ccc(N2CCCC2)cc1Br | 3.0 | -3.1 | -5.0 | . | 4.7 | 1.3 | 0.8 | -12.5 | -2.6
O=C(c1cnc2n(c1=O)CCS2)N1CCN(C(c2ccccc2)c2ccc(Cl)cc2)CC1 (stereo not drawn) | -30.6 | -11.2 | -8.4 | -6.3 | 0.7 | 0.5 | -7.6 | -19.3 | -0.5
C=CCOC(=O)c1ccc(N2CCN(c3ccccc3)CC2)nc1 | -13.3 | -1.2 | 8.7 | -8.4 | 2.2 | 0.7 | -5.1 | -18.0 | 4.6
Cc1onc(-c2ccccc2)c1C(=O)NCCN1CCOCC1 | -5.4 | -4.0 | 0.3 | -3.1 | 0.6 | 0.0 | 7.8 | 0.5 | -11.8
Cc1ccccc1NC(=O)c1ccc(-n2cncn2)nc1 | 8.3 | -2.8 | 1.6 | -2.1 | 0.9 | 0.3 | 4.3 | -4.3 | 3.3
C[C@H](O)[C@@H]1C(=O)N2CCc3c([nH]c4ccccc34)[C@@H]2C[C@@H]1N(C)C(=O)Nc1cc(Cl)cc(Cl)c1 | -6.9 | -3.3 | -6.8 | . | 6.0 | 1.7 | 0.0 | . | -10.0
CCOC(=O)C1=C(C)NC(SC(C)=O)=NC1c1ccc(OC(C)=O)c(OC)c1 (stereo not drawn) | 8.6 | 0.3 | 11.2 | -6.0 | 0.2 | 0.5 | 9.2 | -16.4 | -22.2
CCc1cc(C(=O)NNC(=S)Nc2cc(C)ccc2C)cs1 | 2.9 | -2.3 | -6.3 | 0.2 | 2.4 | 1.5 | 7.6 | -11.7 | -5.3
O=S(=O)(c1c(F)cccc1F)N(CCc1ccc(F)cc1)C[C@@H](O)COCc1ccccc1 | -6.6 | 0.1 | -5.2 | . | 12.3 | 3.5 | 0.3 | . | 4.9
Nc1cc(Cl)ccc1Oc1ccccc1 | -7.2 | -7.0 | -6.6 | -0.7 | -3.7 | 0.1 | 9.9 | -6.6 | -7.4
COc1cc2c3c(c1)c(C1=NC(=S)NC1=O)c(O)n3C(C)(C)C=C2C | 0.2 | -2.6 | -3.9 | -4.9 | -0.3 | 0.4 | 10.2 | -18.6 | -11.2
C#CCNC(=O)C1=C[C@@H](c2ccc(C#C)cc2)C[C@@H](OCc2ccc(CO)cc2)O1 | -9.4 | -5.7 | -9.2 | -8.6 | 3.0 | 0.2 | 0.9 | -2.3 | -0.7
Nc1nc2ncc(-c3ccsc3)c(N)n2n1 | 1.4 | -5.3 | -12.0 | 1.7 | 3.1 | 1.0 | 12.1 | 3.6 | -3.9
CCOC(=O)c1ccn(-c2nc(-c3ccco3)cc(C(F)(F)F)n2)n1 | -5.6 | 2.4 | 3.5 | -2.5 | 3.8 | 1.4 | 2.8 | -15.1 | -5.2
Cc1cc(C)c(-c2c(O)c3cccnc3n(C)c2=O)c(C)c1 | 3.2 | -2.1 | 1.5 | -0.7 | 0.0 | 1.0 | -0.1 | -4.3 | 2.5
NNC(=O)c1ccc(OCC2CC(c3ccc(Cl)cc3)=NO2)cc1 (stereo not drawn) | -6.3 | -2.7 | -16.7 | -0.6 | 1.1 | 0.5 | 10.4 | -14.2 | -8.6
O=C(C1CC1)N1CCN=C1SCc1ccc(F)cc1 | -4.8 | -3.1 | -25.6 | -6.0 | 0.8 | 0.1 | 8.1 | -9.3 | -10.5
COc1ccc(S(=O)(=O)N2CCC(c3cc(-c4cccc5ccccc45)n[nH]3)CC2)cc1 | -2.2 | -2.4 | -4.4 | -13.4 | 6.6 | 2.4 | 1.2 | 10.1 | 8.0
COc1ccc(N(CC(=O)N2CCN(Cc3ccccc3)CC2)S(C)(=O)=O)cc1OC | 2.4 | 0.2 | 14.7 | -4.6 | 1.1 | -0.1 | 13.9 | -11.8 | -21.6
O=C(NCCCN1CCOCC1)c1ccc2c(c1)N(Cc1ccccc1)C(=O)c1ccccc1S2 | 15.1 | -1.4 | -2.7 | 3.5 | 12.3 | 4.8 | -6.5 | -25.1 | 12.6
CC(C)(C)NC(=O)COC(=O)c1ccc(NC(=O)CC#N)cc1 | -3.7 | -0.8 | 5.4 | -4.9 | 1.8 | -0.2 | -3.5 | 1.4 | 5.8
C#CCNC(=O)C1CCN(c2cc(C)nc(-c3ccccc3)n2)CC1 | 2.1 | -7.0 | -7.8 | -3.4 | 1.3 | 0.6 | 2.4 | -2.2 | 0.4
Clc1ccc(COn2ccnc2)cc1Cl | -9.5 | -3.8 | -20.2 | . | 2.3 | 0.8 | 5.4 | . | -3.2
COc1cccc(CN2CCNC(=O)C2CC(=O)NCc2cn3cccc(C)c3n2)c1OC (stereo not drawn) | -4.9 | -10.7 | 7.2 | -8.6 | 0.4 | 0.0 | -3.6 | -27.9 | 8.2
COc1ccc(/C=N/NC(=O)c2ccccc2F)cc1CN1CCN(c2ccc(F)cc2)CC1 | -22.8 | -10.8 | 2.4 | -3.9 | 6.8 | 0.8 | -2.0 | -23.1 | -6.2
CCOC(=O)C1=CCN(S(=O)(=O)c2ccccc2Br)C1c1ccccc1 (stereo not drawn) | -9.1 | -10.0 | 7.9 | . | 4.6 | 1.9 | -6.3 | . | 4.9
O=C(COc1ccccc1[N+](=O)[O-])N1CCC(Cc2ccccc2)CC1 | -5.3 | -7.4 | 2.2 | -1.7 | 1.6 | 0.8 | 0.7 | -14.2 | 3.6
CCC(C(=O)OCC(=O)Nc1ccc(SC(F)F)cc1)c1ccccc1 (stereo not drawn) | 1.9 | -9.7 | -2.0 | . | 3.7 | 1.4 | -7.1 | . | -0.5
O=[N+]([O-])c1cccc(C=NN2CCCCCC2)c1 | -7.1 | -4.8 | -9.5 | . | 0.9 | 0.2 | 6.6 | . | -12.0
COc1ccc(NC(=O)c2cc(-c3cc(F)ccc3OC(C)C)n[nH]2)c(OC)c1 | 6.1 | -6.6 | -2.9 | . | 0.7 | -0.4 | -9.1 | . | 6.5
CCOC(=O)N(C)C[C@H]1OCc2cn(nn2)CCCC(=O)N([C@H](C)CO)C[C@@H]1C | -10.7 | -4.0 | -14.6 | . | 1.2 | -0.1 | 4.4 | . | -6.5
CCOc1ccc2nc(NC(=O)C3CCN(S(=O)(=O)c4cnc[nH]4)CC3)sc2c1 | -2.4 | -1.1 | 6.4 | -5.7 | 1.1 | 0.1 | 4.7 | -9.2 | -12.7
Cc1ccc(CS(=O)Cc2ccc(C(=O)NC3CCCCC3)o2)cc1 (stereo not drawn) | 2.3 | 5.7 | 4.4 | -6.2 | 0.1 | -0.6 | 17.7 | -24.8 | -5.1
O=C(CSCc1ccco1)NC1CCCC1 | 2.6 | -5.8 | -6.2 | -3.8 | 0.2 | 0.3 | 7.3 | -9.5 | -0.4
O=C(NCCc1c[nH]c2ccccc12)/C(=C\c1cccnc1)NC(=O)c1ccccc1Br | 14.1 | -1.8 | 7.9 | -6.1 | 12.9 | 5.7 | -4.5 | -22.6 | 28.2
O=C(COc1ncnc2ccc(Br)cc12)Nc1ccc(N2CCOCC2)cc1 | 6.8 | -1.8 | -12.3 | -8.7 | 1.3 | 0.3 | 6.5 | -4.4 | -10.4
Nc1nc(-c2ccccc2)ns1 | -2.3 | -1.7 | -15.4 | . | 1.1 | 2.5 | 0.3 | . | -1.0
